GLP-1R agonist: GLP-1 receptor (human) agonism. P43220. HEK293 GLP-1R CRE-luciferase, luminescence, 4-6 h; cells express a hypersensitive GLP-1R form. Potency, µM (top dose mostly 45.6 µM), for inactives: top-dose activation, usual class: activators. 380,000 tested, 0.007% active; also: potency is read from the fitted curve at half-maximal effect; % of control where 0% means no effect
Target sequence (P43220 whole entry, looked up): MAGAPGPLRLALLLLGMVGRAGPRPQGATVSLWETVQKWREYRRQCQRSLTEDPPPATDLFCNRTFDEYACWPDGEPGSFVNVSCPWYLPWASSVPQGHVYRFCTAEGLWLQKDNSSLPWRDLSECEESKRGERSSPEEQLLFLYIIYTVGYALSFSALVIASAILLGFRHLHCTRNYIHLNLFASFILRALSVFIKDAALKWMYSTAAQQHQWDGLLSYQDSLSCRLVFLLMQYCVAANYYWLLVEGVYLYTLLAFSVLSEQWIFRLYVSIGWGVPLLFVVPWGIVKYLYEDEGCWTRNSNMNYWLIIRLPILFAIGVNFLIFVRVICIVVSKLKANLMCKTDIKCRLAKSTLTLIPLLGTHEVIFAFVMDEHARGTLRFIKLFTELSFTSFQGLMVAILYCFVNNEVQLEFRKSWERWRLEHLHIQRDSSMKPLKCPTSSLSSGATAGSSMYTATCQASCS
KB-V1 MDR tox: kills drug-selected multidrug resistant KB-V1 cells. KB-V1 MDR cells viability, CellTiter-Glo, 72 h. Potency, µM (titrated, usually from 46.1 µM), without a hit: top-dose activity change, negative = cytotoxicity, actives largely listed as cytotoxic. 400,000 tested, 3.4% active. AID 1347076; also: potency is read from the fitted curve at half-maximal effect; % is scaled to controls: 0 for no effect and ±100 for the full control effect; nearly all actives have a fitted effect of over 60% in size
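KB-V1, DMEM (no phenol red) + 10% FBS; cpd pin-transferred, titration series; 72 h, 37 degrees C; CellTiter-Glo, luminescence. Data normalized, curve-fit.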
D3 antag: D3 dopamine receptor (human) antagonism; P35462; D3R cells, DiscoveRx beta-arrestin luminescence, antagonist mode; stronger effect = lower value; max response, negative = inhibition, %; 360,000 tested, 2.5% active; AID 652054; in the data active = max response below about -50%; inconclusive = no clear call, values can overlap the other calls; also: % is scaled to controls: 0 for no effect and ±100 for the full control effect; mostly tested at two doses, the higher about 12 µM
Target sequence (P35462 whole entry, looked up): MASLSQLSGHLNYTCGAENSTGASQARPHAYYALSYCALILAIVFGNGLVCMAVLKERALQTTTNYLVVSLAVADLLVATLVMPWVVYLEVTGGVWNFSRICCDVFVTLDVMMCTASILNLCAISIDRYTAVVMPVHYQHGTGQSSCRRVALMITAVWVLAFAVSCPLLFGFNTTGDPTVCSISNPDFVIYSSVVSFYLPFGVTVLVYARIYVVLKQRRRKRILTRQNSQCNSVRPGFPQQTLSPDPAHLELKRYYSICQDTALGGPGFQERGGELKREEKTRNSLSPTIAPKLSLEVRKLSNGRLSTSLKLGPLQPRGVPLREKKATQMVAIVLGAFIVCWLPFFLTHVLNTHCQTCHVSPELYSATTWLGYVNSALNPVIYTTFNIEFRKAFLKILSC
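Cells plated overnight at 1500 cells/well, then exposed to library compounds with dopamine controls for 90 minutes at 37 degrees C. DiscoveRx reagent added for 30–60 minutes at room temperature; luminescence read, quantitative HTS format.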
DRD3 agonist: agonists of human D3 dopamine receptor; 410,000 tested, 0.58% active; max activation, %; P35462; D3R DiscoveRx beta-arrestin cells, luminescence, 90 min; in the data active = max activation above about 30%; also: 0% is about no effect; mostly tested at two doses, the higher about 12 µM
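Cells at 1500/well, incubated overnight, then treated with pinned compounds (dopamine as control) for 90 min at 37 degrees C. DiscoveRx reagent added for 30 - 60 minutes at room temperature; luminescence read.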
HT1080 IDH1KD tx: kills HT-1080 cells with IDH1 knockdown; HT-1080 IDH1 knockdown viability, ATP luminescence, 48 h; AID 686971; Potency, µM (top dose mostly 46.1 µM), for inactives: at the top dose activity, negative = toxicity, usual class: cytotoxic; 360,000 tested, 2% active;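 also: potency is read from the fitted curve at half-maximal effect; 0% = DMSO wells and -100% = cell-free medium wells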
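Luminescent ATP read-out (CellTiter-Glo, 10 min at room temperature) after 48 h compound exposure at 37 °C gave viability of IDH1-knockdown HT-1080 cells. Activity was normalised to DMSO and cell-free wells, then fitted as concentration-response curves.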
HT1080-NT tox: kills 2HG-producing HT-1080-NT fibrosarcoma cells | 360,000 tested, 1.6% active | AID 686970 | Potency, µM (doses to about 46.1 µM), without a hit: at the top dose activity, negative = less viability, hits mostly cytotoxic | HT-1080-NT fibrosarcoma viability, CellTiter-Glo ATP luminescence, 48 h;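 also: NT is the 2HG producing partner of a matched IDH1 knockdown line; potency is read from the fitted curve at half-maximal effect; 0% = DMSO-treated cells and -100% = media-only wells without cells; nearly all actives have a fitted effect of over 55% in size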
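Read-out is CellTiter-Glo luminescence after 10 minutes at room temperature, following 48 hours' compound treatment of HT-1080-NT cells (750 cells/well, RPMI, 5% FBS, 37 degrees C).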
KB-3-1 tox: KB-3-1 parental cell cytotoxicity; AID 1347075; 400,000 tested, 1.4% active; Potency, µM (titrated, usually from 46.1 µM), inactives show at the highest dose activity change, negative = cytotoxic, hits mostly cytotoxic; KB-3-1 viability, CellTiter-Glo ATP luminescence, 72 h; also: potency is read from the fitted curve at half-maximal effect; % is scaled to controls: 0 for no effect and ±100 for the full control effect; nearly all actives have a fitted effect of over 60% in size
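Screening of KB-3-1 cells (DMEM, 10% FBS, phenol-red free) ran from lowest to highest compound concentration; after 72 h at 37 °C viability was read luminescently and curves fitted.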
SW480 rerep: DNA re-replication induction in SW480 cells; SW480 DNA re-replication, Hoechst DNA content imaging, 48 h; Potency, µM (series often up to 46.1 µM), inactives show top-dose re-replication activation, hits mostly activators; 340,000 tested, 1.8% active; AID 624297; also: potency is read from the fitted curve at half-maximal effect; % of control where 0% means no effect; nearly all actives have a fitted effect of over 55% in size
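Treated cells incubate 48 hr (37 C, 5% CO2), are stained 40 min with Hoechst, and nuclear fluorescence is enumerated; a rise in nuclei with high DNA signal marks re-replication.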
IL1B secr inh: blocks inflammasome-driven IL-1 beta release; THP-1 LPS/ATP IL-1B secretion, AlphaLISA, 16 h; stronger effect = lower value; activity change, % at 57.5 µM; 360,000 tested, 4.7% active; in the data active = activity change below about -50%; inconclusive = mostly about -30% to -49%; also: % is scaled to controls: 0 for no effect and ±100 for the full control effect
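Secreted IL-1B measured by AlphaLISA bead assay after 16 h compound exposure of THP-1 cells; compounds (final up to 57.5 uM) added 1 h before LPS (250 ng/mL) and ATP (1.25 mM) stimulation; lower signal means less secretion.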
Starred values were filed as active, the others as inactive; ? = inconclusive; nt = not tested or not shown; & = joins results of further samples; [ ] = dose if it differs, or a comment. Unless noted, calls follow the shape of the dose curve; as a rule, active = well fitted curve in the direction sought with a large enough effect; inconclusive = small, poorly fitted or top-dose-only effect, or another doubt; inactive = no such curve, though single readings can be large; an effect the other way counts as inactive or inconclusive.

molecule,HT1080 IDH1KD tx,IL1B secr inh,SW480 rerep,GLP-1R agonist,KB-3-1 tox,DRD3 agonist,D3 antag,KB-V1 MDR tox,HT1080-NT tox
Cc1ccc(C)c(NC(=O)NNC(=O)c2cc3occc3[nH]2)c1,-6%,17,-9%,-6%,3%,-8,-5,?,6%
C=CCNC(=O)COC(=O)c1nc2nccc(C)n2n1,10%,-6,-31%[inhibitor],-2%,13%,1,2,?,13%
C/C(=N\NC(=O)c1ccc(Cn2cc(Br)cn2)o1)c1cccc(NC(=O)C(C)C)c1,-1%,-25,-2%,8%,-1%,4,85,0%,-5%
Cc1ccc(CN2C(=O)N/C(=C\c3cccn3-c3cccc(C(=O)O)c3)C2=O)cc1,-7%,38,-7%,9%,-2%,1,-1,16%,-1%
CCOc1ccc(-c2ccc(NS(=O)(=O)c3cc([N+](=O)[O-])c(C)c([N+](=O)[O-])c3)cc2)nn1,-10%,-14,-11%,-7%,-21%,12,-10,4%,-5%
O=C(NCc1ccccc1F)C1CC(=O)N(c2ccc3c(c2)OCCO3)C1 (configuration not stated),8%,11,-2%,11%,?,2,7,-78%,8%
O=C1/C(=C/c2cccs2)SC(=S)N1CC(=O)N1CCCCC1CCO (configuration not stated),-2%,-9,-14%,14%,-1%,3,-2,-10%,1%
Cc1cc(-n2nc(C)cc2C)n2nc(C)c(-c3ccc(Cl)cc3)c2n1,-7%,-14,-15%,5%,-10%,-27,6,-20%,-2%
COc1ccc(CC(=O)Nc2ccc(C)cc2O)cc1S(=O)(=O)N1CCOCC1,-1%,3,2%,0%,-4%,-6,13,2%,-7%
CCOc1cc2nc(-c3ccc(OC)c(OC)c3)nc(NCCCN3CCOCC3)c2cc1OC,?,-60*,?,0%,-28%,5,2,?,?
COc1ccc(-c2nc3ccc(C)cn3c2Nc2ccc3c(c2)OCO3)cc1,nt,nt,nt,-2%,10%,3,nt,?,nt
Cc1ccc(-c2nc(CS(=O)CC(=O)NCc3ccc4c(c3)OCO4)c(C)o2)cc1 (configuration not stated),-5%,-12,-3%,2%,-3%,-8,?,18%,-1%
O=C(Nc1ccccc1N1CCCC1)C1CCN(S(=O)(=O)c2cccc(C(F)(F)F)c2)CC1,-4%,?,-48%[inhibitor],2%,-17%,-8,-24,-26%,-3%
CCOC(=O)c1ccc(NC(=O)CC2OCCN(CC)C2=O)cc1 (configuration not stated),9%,3,-18%,-4%,4%,0,3,0%,-5%
O=C(/C=C/c1ccc(NC(=O)c2ccccc2-c2ccccc2C(=O)O)cc1)c1ccccc1,?,-62*,11%,-7%,-4%,0,-3,22%,?
CC(=O)C(=Nc1ccc(Cl)cc1Cl)NNc1cccc(Cl)c1,?,-1,-1%[9.22 µM],-13%,?,1,19,-28%,-29%
CC(C)(C)c1nnc(NC(=O)c2cccs2)s1,2%,-6,2%,-4%,0%,1,-4,-7%,-1%
Cc1cccc(-n2ncc3c(NCCCO)ncnc32)c1,2%,0,-5%,-3%,0%,0,0,3%,-9%
COc1cccc(N(C(C)=O)c2nc(C)cc(C)c2C#N)c1,15%,6,?,11%,3%,1,-9,4%,1%
CC(=O)N(C(C)=O)S(=O)(=O)c1ccc(N=NN2CCOCC2)cc1,11%,12,1%,-2%,14%,4,8,20%,9%
Cc1ccc(NC(=S)NNC(=O)c2ccc(N3CCOCC3)c([N+](=O)[O-])c2)cc1C,9%,-26,-54%[inhibitor],-10%,-7%,-5,?,?,7%
Cc1ccc(S(=O)(=O)NC(=O)C2(C)CCN2C(=O)Cc2ccc(Cl)cc2Cl)nc1 (configuration not stated),?,25,nt,-7%,0%,0,9,14%,?
CC1=CC(=C(C#N)C#N)C=C(C)N1Cc1ccc(Cl)cc1,-6%,8,?,3%,-6%,3,-10,-31%,-1%
COc1ccc(-n2nnc3c(=O)n(CC(=O)Nc4cc(C)on4)cnc32)cc1,-9%,8,?,-2%,9%,3,-9,2%,-21%
O=C(CSc1nc(-c2ccccc2)cc(=O)[nH]1)Nc1ccccn1,8%,41,-2%,-7%,17%,5,0,?,7%
COc1ccc(C2C(=O)N(C3CCCCC3)CC(=O)N2C2CCCCC2)cc1 (configuration not stated),7%,30,3%,-1%,-10%,-5&10,19,3%,-1%[9.24 µM]
Cc1c(C(=O)OCC(=O)N2CC(=O)Nc3ccccc32)oc2ccc(Br)cc12,3%,14,-1%,4%,?,2,?,?,11%
CC(/C=C1\SC(=S)N(CCC(=O)Nc2ccc(O)cc2)C1=O)=C\c1ccccc1,?,-53*,?,-3%,?,-3,-15,-9%,-20%
Cc1cccc(NCN2C(=O)c3ccncc3C2=O)n1,3%,-9,-4%,-10%,13%,18,10,17%,-1%
CCOc1ccc(Br)cc1S(=O)(=O)Nc1cccc(S(=O)(=O)NC2=NCCC2)c1,1%,44,-10%,-8%,-10%,4,12,-7%,0%
Cn1c(CSc2nc3ccccc3s2)nnc1SCC(=O)NCCN1CCOCC1,5%[9.24 µM],12,2%,9%,6%,-3,-10,8%,-13%
C/C(=N\NC(=O)CC#N)c1ccc(Oc2ccccc2)cc1,-9%,-3,?,15%,-12%,-5,-21,-5%,-9%
COc1ccccc1CN(C)CC(=O)NC(=O)NC1CCCCC1,16%,2,5%,14%,-19%,-4,3,?,0%
Cc1nc(NC(=O)/C=C/c2ccccc2)sc1C(=O)Nc1ccccc1,?,13,?,-9%,-5%,13,-12,6%,?
COc1ccc(S(=O)(=O)N2CCN=C2SCc2cccnc2)cc1,12%,-11,2%,10%,1%,-18,-7,-8%,0%
C#CCNC(=O)C1=C[C@@H](C2CC2)C[C@@H](OCc2ccc(CO)cc2)O1,8%,9,-4%,11%,10%,2,3,21%,1%
CN1C(=O)C(Cl)(Cl)C(=O)c2ccccc21,?,-91*,?,-2%,-27%,2,-7,-7%,18µM*
COC(=O)C(Cc1ccccc1)NC(=O)CCNC(=O)c1ccco1 (configuration not stated),4%,-4,-3%,7%,-5%,11,6,-27%,1%
Cn1c2c(c(=O)n(C)c1=O)C(c1ccccc1F)C(C#N)=C(N)O2 (configuration not stated),11%,-16,4%,7%,-3%,4,-1,11%,-4%
COc1ccc(CCN(C)C(=O)c2ccc(S(=O)(=O)Nc3ccccc3F)cc2)cc1OC,0%,-1,-3%,0%,9%,3,1,-16%,-5%
Cc1cc2nc(C(C)(C)C)c(Cc3cccc(Cl)c3)n2c(C)c1Br,-20%,53,nt,0%,-5%,6,-5,-4%,-5%
Cc1cccc(Nc2ccccc2C(=O)OCC(=O)N(C)C2CCS(=O)(=O)C2)c1C (configuration not stated),-7%,-17,11%,0%,-3%,3,-22,?,?
Cc1ccc(NC(=O)CSc2nnc(-c3cccnc3)n2-c2ccc(C)cc2)cc1,?,-14,-1%,1%,0%,0,0,-1%,-26%
O=c1[nH]nc(CNc2ccc(O)cc2)c2ccccc12,?,-101*,22%,1%,?,-8,-22,?,-17%
O=[N+]([O-])c1ccc(CC(Cl)c2ccccn2)cc1 (configuration not stated),-8%,-50*,1%,11%,-13%,-12,-13,-15%,-11%
FC(F)(F)c1cnc2c(c1)[nH]c(=S)n2-c1ccc(Cl)cc1,-15%,-28,-4%,-1%,?,-6,-4,-5%,-22%
COc1ccccc1NC(=O)Cn1c(=O)n2nc(C)nc2c2ccccc21,9%,18,0%,-5%,-9%,1,8,-18%,1%
CCCCN(C(=O)CCCc1nc2ccccc2s1)c1c(N)n(CC(C)C)c(=O)[nH]c1=O,14%,9,-5%,-9%,7%,5,-6,?,11%
CCC1=NN(C(=O)c2ccc(Br)cc2)C(O)(c2ccccc2)C1 (configuration not stated),-29%,-20,1%,-3%,?,1,-5,?,0%
CCc1ccc(OCC(=O)NNC(=O)CSc2nnc(-c3ccc(C)cc3)n2C)cc1,3%,0,nt,4%,0%,-4,12,2%,8%

More records.
molecule,HT1080 IDH1KD tx,IL1B secr inh,SW480 rerep,GLP-1R agonist,KB-3-1 tox,DRD3 agonist,D3 antag,KB-V1 MDR tox,HT1080-NT tox
CCOC(=O)c1ccc(-n2c(C)ccc2C)cc1,2%,-14,3%,0%,0%,-17,-6,13%,-3%
Cc1ccc(NC(=O)CSc2nc3nc(C)c(Br)cc3[nH]2)cc1F,0%,44,-5%,10%,-3%,2,8,5%,-1%
O=C(NCc1ccco1)c1ccc(Cl)c(S(=O)(=O)N2CCOCC2)c1,7%,-8,0%,-8%,3%,4,-4,?,11%
CC1CN2C(c3ccc([N+](=O)[O-])cc3)=CSC2=N1 (configuration not stated),7%,14,-10%,1%,-9%,-4,-6,9%,-2%
COc1ccc2oc(=O)c(-c3nnc(NCc4ccco4)s3)cc2c1,?,-27,8.9µM*,1%,?,-10,?,?,-21%
CCC(C)[C@H](N)c1nnc(SCC(=O)c2ccc(Cl)cc2)o1 (some centres not stated),-5%,-5,5%,16%,2%,4,-8,0%,1%

Compound profiles (already shown):
Cc1ccc(NC(=O)CSc2nc3nc(C)c(Br)cc3[nH]2)cc1F reads HT1080 IDH1KD tx = 0%; IL1B secr inh = 44; SW480 rerep = -5%; GLP-1R agonist = 10%; KB-3-1 tox = -3%; DRD3 agonist = 2; D3 antag = 8; KB-V1 MDR tox = 5%; HT1080-NT tox = -1%
CC1CN2C(c3ccc([N+](=O)[O-])cc3)=CSC2=N1 (configuration not stated) reads HT1080 IDH1KD tx = 7%; IL1B secr inh = 14; SW480 rerep = -10%; GLP-1R agonist = 1%; KB-3-1 tox = -9%; DRD3 agonist = -4; D3 antag = -6; KB-V1 MDR tox = 9%; HT1080-NT tox = -2%

Source: PubChem BioAssay (National Center for Advancing Translational Sciences (NCATS))
